Screens deposited in PubChem by NMMLSC.
Bcl-W Bim block: inhibitors of Bim binding to Bcl-W, primary screen, biochemical, multiplexed, bead-based flow cytometry; Bcl-2-like protein 2 (Homo sapiens), Q92843; Bim peptide-Bcl-W binding; inhibition, % at 10 µM; 190,000 compounds, 0.02% hits; AID 952, 2007;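 further: 0% = bound tracer without compound and 100% = peptide blocker; higher means less fluorescent Bim peptide bound to Bcl-W beads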
Target sequence (Q92843 whole entry, looked up): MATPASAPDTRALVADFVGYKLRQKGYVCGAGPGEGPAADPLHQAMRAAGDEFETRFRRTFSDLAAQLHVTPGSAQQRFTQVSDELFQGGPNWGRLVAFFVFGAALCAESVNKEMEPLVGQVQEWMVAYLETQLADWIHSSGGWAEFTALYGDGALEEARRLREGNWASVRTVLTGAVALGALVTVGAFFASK
RGS8-Gao: RGS8-Galphao binding modulators, primary screen, biochemical, multiplexed bead flow cytometry; 220,000 compounds, 0.34% hits; Guanine nucleotide-binding protein G(o) subunit alpha (Homo sapiens), P09471; AID 1423, 2008; actives lie on both sides; response (percent of control binding), % at 10 µM; in the data active means response below about 60% or above about 140%; inactive means in between;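 further: Galphao activated as the GDP aluminium fluoride complex binding bead-coupled RGS8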
Target sequence (P09471 whole entry, looked up): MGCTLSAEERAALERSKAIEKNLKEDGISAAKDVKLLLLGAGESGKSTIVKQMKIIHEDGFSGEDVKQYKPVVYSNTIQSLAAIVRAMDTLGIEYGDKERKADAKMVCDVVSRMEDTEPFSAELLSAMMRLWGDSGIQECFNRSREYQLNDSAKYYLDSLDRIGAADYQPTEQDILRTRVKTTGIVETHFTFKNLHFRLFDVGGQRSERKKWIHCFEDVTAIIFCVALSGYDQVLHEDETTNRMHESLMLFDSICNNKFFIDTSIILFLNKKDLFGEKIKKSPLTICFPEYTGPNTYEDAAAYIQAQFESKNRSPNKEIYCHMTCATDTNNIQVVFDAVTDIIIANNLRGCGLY
ABCB1 inh: ABCB1 efflux pump inhibitors, primary screen, cell-based, multiplex, flow cytometry, ABCG2 counter-screen; AID 1326, 2008; CCRF-Adr cells, JC-1 efflux; 190,000 compounds, 0.067% hits; inhibition, % at 6.6 µM; in the data active means inhibition above about 40%;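 further: 0% = vehicle and 100% = reference inhibitor; higher value means more JC-1 retained so stronger ABCB1 efflux block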
RGS7-Gao: RGS7-Galphao binding modulators, primary screen, biochemical, multiplexed bead flow cytometry; Guanine nucleotide-binding protein G(o) subunit alpha (Homo sapiens), P09471; actives lie on both sides; binding response (% of control), % at 10 µM; 220,000 compounds, 0.35% hits; in the data active means binding response below about 49% or above about 150%; inconclusive means no clear call, values can overlap the other calls; inactive means in between;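 further: fluorescent Galphao held in activated GDP-AlF4 state binding bead-coupled RGS7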
ABCG2 inh: ABCG2 efflux pump inhibitors, primary screen, multiplex with ABCB1, IgMXP3 cells, flow cytometry; JC-1 efflux; inhibition, % at 6.6 µM; 190,000 compounds, 0.1% hits;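 active means inhibition above 80%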;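 further: 0% = DMSO and 100% = nicardipine control wells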
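Test system: IgMXP3 (ABCG2) plus far-red-tagged CCRF-Adr (ABCB1) cells / Amount: 3 million cells/mL in well / Reagent: JC-1 transporter substrate / Timing: 10 min compound exposure, 25 °C / Signal: flow cytometry, 530 nm JC-1 signal / Read-out: percent efflux inhibition, scaled nicardipine 100% to DMSO 0% / Benchmarks: nicardipine as high control, DMSO as low control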
Bim-Bcl-2: inhibitors of Bim-Bcl-2 binding, primary screen, biochemical, multiplexed, human Bcl-2 family; Bead-based flow cytometry, Bim peptide-Bcl-2 binding; Apoptosis regulator Bcl-2 (Homo sapiens), P10415; AID 950, 2007; inhibition, % at 10 µM; 190,000 compounds, 0.06% hits; in the data active means inhibition above about 40%; inconclusive means no clear call, values can overlap the other calls;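 further: 0% = no compound wells with probe peptide and 100% = reference peptide inhibitor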
Target sequence (P10415 whole entry, looked up): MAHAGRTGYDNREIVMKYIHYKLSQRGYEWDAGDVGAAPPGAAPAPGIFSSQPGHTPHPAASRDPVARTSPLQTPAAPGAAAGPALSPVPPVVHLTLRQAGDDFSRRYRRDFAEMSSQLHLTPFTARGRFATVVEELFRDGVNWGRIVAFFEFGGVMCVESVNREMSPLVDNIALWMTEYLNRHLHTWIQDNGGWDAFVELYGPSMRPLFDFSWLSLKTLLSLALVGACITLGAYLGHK
RGS4-Gao reg: modulators of RGS4 binding to Galphao, primary screen, biochemical, multiplexed bead flow cytometry; actives lie on both sides; binding response (% of control), % at 10 µM; 220,000 compounds, 0.33% hits; in the data active means binding response below about 49% or above about 150%; inactive means in between;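 further: fluorescent Galphao activated with aluminum fluoride binding bead-coupled RGS4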
Bcl-B Bim block: inhibitors of Bim-Bcl-B binding, primary screen, biochemical, multiplexed, human Bcl-2 family; bead-based flow cytometry, Bim peptide-Bcl-B binding; 190,000 compounds, 0.073% hits; Bcl-2-like protein 10 (Homo sapiens), Q9HD36; AID 951, 2007; inhibition, % at 10 µM;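 further: 0% = tracer peptide without compound and 100% = reference inhibitor peptide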
Target sequence (Q9HD36 whole entry, looked up): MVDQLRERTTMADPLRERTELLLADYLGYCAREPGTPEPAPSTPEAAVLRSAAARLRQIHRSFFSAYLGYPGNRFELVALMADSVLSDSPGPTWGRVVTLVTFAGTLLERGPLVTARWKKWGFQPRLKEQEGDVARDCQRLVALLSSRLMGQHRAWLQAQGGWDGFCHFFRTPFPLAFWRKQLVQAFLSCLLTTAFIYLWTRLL
Bim-Bfl-1: inhibitors of Bim binding to Bfl-1, primary screen, biochemical, multiplexed, bead-based flow cytometry | Bcl-2-related protein A1 (Homo sapiens), Q16548 | inhibition, % at 10 µM | 190,000 compounds, 0.12% hits | Bim-Bfl-1 binding inhibition;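 further: 0% = wells without compound plus tracer and 100% = blocker peptide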
Bim-Bcl-XL: inhibitors of Bim-Bcl-XL binding, primary screen, biochemical, multiplexed, bead flow cytometry, human Bcl-XL. AID 1007, 2008. Bcl-2-like protein 1 (Homo sapiens), Q07817. Bim peptide-Bcl-XL binding, fluorescence. inhibition, % at 10 µM. 190,000 compounds, 0.04% hits
Mcl-1 Bim block: inhibitors of Bim peptide binding to Mcl-1, primary screen, biochemical, bead-based flow cytometry, multiplex | Induced myeloid leukemia cell differentiation protein Mcl-1 (Homo sapiens), Q07820 | Bim peptide-Mcl-1 binding | inhibition, % at 10 µM | 190,000 compounds, 0.1% hits | AID 1009, 2008;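 further: 0% = no compound tracer wells and 100% = peptide blocker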
Active calls of the source: *; ? = inconclusive; · = no result given. Unless noted, no stated cut-off is given here; in the data, active means inhibition above about 40%.

SMILES	Bcl-W Bim block	RGS8-Gao	ABCB1 inh	RGS7-Gao	ABCG2 inh	Bim-Bcl-2	RGS4-Gao reg	Bcl-B Bim block	Bim-Bfl-1	Bim-Bcl-XL	Mcl-1 Bim block
Cc1ccc(S(=O)(=O)Oc2ccc(C3C4=C(CCCC4=O)OC4=C3C(=O)CCC4)cc2)cc1	-1	100	1.7	93	1	-1	90	0	-1	-1	-1
CCCCn1nnc(N(C(=O)c2cccs2)C(=O)c2cccs2)n1	2	97	1.1	99	2	-3	98	-3	-5	-2	-2
COc1ccccc1NC(=O)COc1ccc(Br)cc1CNCCCN1CCOCC1	0	100	-0.1	102	-1	-2	94	-1	-2	0	0
O=C(CSc1nnc(COc2cccc3cccnc23)o1)N1CCc2ccccc21	-2	103	1.0	103	5	-3	100	-2	-7	2	0
O=C1C(=O)N(CCN2CCOCC2)C(c2cccnc2)/C1=C(/O)c1ccc(Cl)cc1 (stereo not drawn)	-1	104	0.1	101	1	1	104	-1	-6	-1	1
CC(C)(C)n1nnnc1C(c1ccncc1)N(Cc1ccccc1)Cc1ccco1 (stereo not drawn)	-1	104	0.7	103	1	-6	103	-3	-9	-2	-1
CC(=O)Nc1ccc(C(=O)N(C)c2ccccc2)cc1	-3	96	-0.7	97	-3	-2	95	-1	0	-1	-2
CCOC(=O)N1CCC(N2C(=O)c3ccc(C(=O)NCc4ccco4)cc3C2=O)CC1	2	108	-1.8	107	1	-2	112	-1	-1	-1	0
Cc1cc(Cl)ccc1OCCCC(=O)NCCN1C(=O)S/C(=C\c2cccnc2)C1=O	-5	100	1.4	101	6	-7	99	-10	-9	-4	-4
O=C(CNC(=O)c1ccccc1)NCC(=O)OCC(=O)c1ccc(F)cc1	-3	79	1.0	96	10	-3	96	-6	-2	-5	-1
COc1cc(/C=C/C(=O)O)ccc1S(=O)(=O)N1CCCc2ccccc21	0	93	-0.1	91	0	-6	93	-2	-5	-5	0
Cc1cc(C)c2nc(-c3ccccn3)cc(C(=O)NCc3ccc(S(N)(=O)=O)cc3)c2c1	-3	103	1.9	95	13	-6	98	-3	-4	-2	0
NCCNc1ccc([N+](=O)[O-])c(NC2CC2)c1	0	97	0.1	92	1	-2	96	-2	1	-3	-4
O=C(O)CCCC(=O)N1N=C(c2ccccc2)CC1c1ccc2nccnc2c1 (stereo not drawn)	-1	96	1.3	84	15	-5	86	-4	-18	0	0
CNc1nc(C23CC4CC(CC(C4)C2)C3)cs1	-2	101	0.7	101	1	-9	103	-25	-2	-8	-7
O=C(Nc1sccc1C(=O)N1CCOCC1)c1cccnc1	-3	91	-0.1	98	1	-3	96	-4	0	-2	-9
Cn1c(C(=O)O)c(CC(=O)Nc2ccc(F)cc2F)c2ccccc21	2	98	0.5	103	3	-8	102	-5	-16	-2	0
Cc1ccc(Nc2c([N+](=O)[O-])c(=O)oc3ccccc23)cc1	-1	132	0.6	118	5	-2	117	0	1	0	-1
Cc1cc2c3c(c1)C(C)(c1ccccc1)CC(C)(C)N3C(=O)C21C(C#N)=C(N)OC2=C1C(=O)CC(C)(C)C2 (stereo not drawn)	0	105	3.1	103	32	-11	101	-11	-17	-8	-3
COc1ccc(N2CCN(CCNC(=O)CCCn3c(=O)[nH]c4cc(Cl)ccc4c3=O)CC2)cc1	0	104	0.1	100	0	-6	102	-5	-9	-11	-1
CC(C)Oc1cc(N)c(Cl)cc1Cl	-3	84	0.0	91	0	0	84	-5	0	-6	-4
CN(C)c1nc2c(c(=O)n(C)c(=O)n2C)n1Cc1ccccc1	-3	100	1.4	102	26	-11	100	-9	-21	-7	-3
Cc1noc(NC(=O)c2cccc(Cl)c2Cl)c1C#N	0	94	0.3	92	2	1	91	1	-3	0	2
CCOC(=O)c1c(C)[nH]c(C(=O)Nc2ccc3c(c2)OCO3)c1C	0	99	0.9	96	6	0	91	0	-2	0	1
CC(=O)c1cccc(NC(=O)C2CC(=O)N(c3cccc(C)c3C)C2)c1 (stereo not drawn)	-1	105	0.3	95	2	-3	105	-3	-4	-2	-2
CCN(CC)CCNC(=O)/C(=C\c1cccn1C)NC(=O)c1cccs1	-5	102	·	97	3	-3	98	-4	5	-7	-7
CCN(CC)C(=O)CSc1nnc(-c2ccco2)n1N	-1	102	0.3	102	2	3	104	0	0	-4	0
COc1ccc(S(=O)(=O)NCC(=O)N(CC(=O)NCC2CCCO2)c2ccccc2C)cc1 (stereo not drawn)	-1	98	0.6	99	1	-7	101	-10	-9	-4	-1
CC1=NN(c2nc(-c3ccccc3)cs2)C(=O)C1	1	91	-0.7	88	-29	-9	90	-7	-11	-8	0
COc1ccc(/C=C/C(=O)NCc2cnn(C)c2C)cc1COc1ccc(Br)cc1	0	99	0.8	99	3	0	97	0	1	0	1
CCCCn1c(N(CCOC(C)=O)C(C)=O)nc2ccccc21	-1	92	0.4	94	0	1	95	-2	2	-2	-1
COC(=O)C1=C(C)C(c2ccc(OC)cc2OC)NC(=O)N1 (stereo not drawn)	3	102	0.6	101	4	-2	104	-4	-11	-3	3
CCC(C)NC(=O)CSc1ccc(NC(C)=O)cc1 (stereo not drawn)	-1	101	0.1	103	1	-1	104	0	0	-2	0
COc1ccc(OCCSc2nnc(Cc3cccc4ccccc34)n2N)cc1	-5	100	0.1	101	3	-3	99	-11	-2	-4	-6
O=[N+]([O-])c1ccc(N2CCN(c3ccccc3F)CC2)c(S(=O)(=O)N2CCOCC2)c1	-6	101	·	99	·	-5	101	-8	-5	-3	-4
CC1CCN(C(=O)CCCOc2cc(=O)n(C)c3ccccc23)CC1	2	102	0.9	96	13	-2	98	-4	-12	1	1
COc1ccc(NC(=O)CC(C)(C)C)c([N+](=O)[O-])c1	0	100	-3.0	96	0	-8	97	-10	-7	-3	0
CN1CCN(c2ccc(NC(=O)c3cccc(OCc4ccccc4)c3)cc2)CC1	1	103	0.2	88	5	-8	98	-4	-9	1	0
Cn1cccc1C(=O)NC(=O)COC(=O)C12CC3CC(CC(O)(C3)C1)C2	-2	99	3.0	102	8	-13	100	-4	-12	-4	-3
CN(C)S(=O)(=O)c1ccc2c(c1)nc(CCC(=O)Nc1ccc(N3CCOCC3)cc1)n2C	1	101	-0.2	?	0	0	101	-2	-6	0	0
CC(C)C(NC(=O)c1cccc(S(=O)(=O)N2CCOCC2)c1)C(=O)NCCc1ccccn1 (stereo not drawn)	-1	100	0.2	99	1	-13	101	-3	-11	-5	-2
COc1ccc(C2NCCC3(O)CCCCC23)c(OC)c1OC (stereo not drawn)	1	101	0.3	97	3	1	98	-2	1	-2	-2
CCCCN(C)CCNC(=O)CCNC(=O)Cn1ccc2ccccc2c1=O	0	99	0.5	?	4	-3	100	-6	-5	-4	0
O=C(CN1C(=O)COc2ccccc21)NCCN1CCc2ccccc2C1	-5	95	0.2	90	0	-3	92	-6	-6	-6	-7
Cc1c(NC(=O)C(C)OC(=O)COc2cccc3c2OC(C)(C)C3)c(=O)n(-c2ccccc2)n1C (stereo not drawn)	-3	101	0.1	103	0	-3	101	-5	-10	-6	-2

Eleven of the compounds above, with two lines to a compound:
Screens in order – Bcl-W Bim block | RGS8-Gao | ABCB1 inh | RGS7-Gao | ABCG2 inh | Bim-Bcl-2 | RGS4-Gao reg | Bcl-B Bim block | Bim-Bfl-1 | Bim-Bcl-XL | Mcl-1 Bim block
O=[N+]([O-])c1ccc(N2CCN(c3ccccc3F)CC2)c(S(=O)(=O)N2CCOCC2)c1
 : -6 | 101 | · | 99 | · | -5 | 101 | -8 | -5 | -3 | -4
CC1CCN(C(=O)CCCOc2cc(=O)n(C)c3ccccc23)CC1
 : 2 | 102 | 0.9 | 96 | 13 | -2 | 98 | -4 | -12 | 1 | 1
COc1ccc(NC(=O)CC(C)(C)C)c([N+](=O)[O-])c1
 : 0 | 100 | -3.0 | 96 | 0 | -8 | 97 | -10 | -7 | -3 | 0
CN1CCN(c2ccc(NC(=O)c3cccc(OCc4ccccc4)c3)cc2)CC1
 : 1 | 103 | 0.2 | 88 | 5 | -8 | 98 | -4 | -9 | 1 | 0
Cn1cccc1C(=O)NC(=O)COC(=O)C12CC3CC(CC(O)(C3)C1)C2
 : -2 | 99 | 3.0 | 102 | 8 | -13 | 100 | -4 | -12 | -4 | -3
CN(C)S(=O)(=O)c1ccc2c(c1)nc(CCC(=O)Nc1ccc(N3CCOCC3)cc1)n2C
 : 1 | 101 | -0.2 | ? | 0 | 0 | 101 | -2 | -6 | 0 | 0
CC(C)C(NC(=O)c1cccc(S(=O)(=O)N2CCOCC2)c1)C(=O)NCCc1ccccn1 (stereo not drawn)
 : -1 | 100 | 0.2 | 99 | 1 | -13 | 101 | -3 | -11 | -5 | -2
COc1ccc(C2NCCC3(O)CCCCC23)c(OC)c1OC (stereo not drawn)
 : 1 | 101 | 0.3 | 97 | 3 | 1 | 98 | -2 | 1 | -2 | -2
CCCCN(C)CCNC(=O)CCNC(=O)Cn1ccc2ccccc2c1=O
 : 0 | 99 | 0.5 | ? | 4 | -3 | 100 | -6 | -5 | -4 | 0
O=C(CN1C(=O)COc2ccccc21)NCCN1CCc2ccccc2C1
 : -5 | 95 | 0.2 | 90 | 0 | -3 | 92 | -6 | -6 | -6 | -7
Cc1c(NC(=O)C(C)OC(=O)COc2cccc3c2OC(C)(C)C3)c(=O)n(-c2ccccc2)n1C (stereo not drawn)
 : -3 | 101 | 0.1 | 103 | 0 | -3 | 101 | -5 | -10 | -6 | -2

The list goes on:
SMILES	Bcl-W Bim block	RGS8-Gao	ABCB1 inh	RGS7-Gao	ABCG2 inh	Bim-Bcl-2	RGS4-Gao reg	Bcl-B Bim block	Bim-Bfl-1	Bim-Bcl-XL	Mcl-1 Bim block
COc1cccc(/C=N/NC(=O)CNC(=O)c2ccc(S(=O)(=O)N3CCOCC3)cc2)c1OC	-1	104	0.5	100	0	-4	98	-7	0	-7	-2
O=C(O)c1[nH]c2ccccc2c1CC(=O)N1CCN(c2ccccc2)CC1	-2	101	-0.2	?	1	0	99	-2	-4	-4	1
CCc1nnc2sc(-c3ccc(NC(=O)c4ccc5c(c4)OCCO5)cc3)nn12	-6	101	-0.1	99	-1	0	102	-3	2	-4	-3
NNC(=O)c1ccc2[nH]c3c(c2c1)CCCC3	1	97	0.2	97	1	-1	93	-6	1	-4	-4
Cc1n[nH]c(C)c1S(=O)(=O)N1CCc2ccccc21	0	104	0.7	101	8	-12	100	-9	-11	-8	-4
